Screening data deposited in PubChem BioAssay by several laboratories.
EBNA-1 inh – EBNA-1 DNA-binding inhibitors, primary screen, biochemical, fluorescence polarization; inhibition, % at 14.8 µM; 300,000 compounds, 0.34% hits; in the data active = inhibition above about 28%
PP5 inh – PP5 phosphatase inhibitors, primary screen, biochemical, fluorescence. purified PP5c, OMFP substrate fluorescence. Serine/threonine-protein phosphatase 5 (Homo sapiens), P53041. inhibition, % at 6.7 µM. 320,000 compounds, 0.18% hits;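 active = inhibition above the campaign's mean inhibition across all tested compounds plus 3 SD, cut at about 9.5% in these data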;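 note: 0% = DMSO only and 100% = 100 µM cantharidin control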
Target sequence (P53041 whole entry, looked up): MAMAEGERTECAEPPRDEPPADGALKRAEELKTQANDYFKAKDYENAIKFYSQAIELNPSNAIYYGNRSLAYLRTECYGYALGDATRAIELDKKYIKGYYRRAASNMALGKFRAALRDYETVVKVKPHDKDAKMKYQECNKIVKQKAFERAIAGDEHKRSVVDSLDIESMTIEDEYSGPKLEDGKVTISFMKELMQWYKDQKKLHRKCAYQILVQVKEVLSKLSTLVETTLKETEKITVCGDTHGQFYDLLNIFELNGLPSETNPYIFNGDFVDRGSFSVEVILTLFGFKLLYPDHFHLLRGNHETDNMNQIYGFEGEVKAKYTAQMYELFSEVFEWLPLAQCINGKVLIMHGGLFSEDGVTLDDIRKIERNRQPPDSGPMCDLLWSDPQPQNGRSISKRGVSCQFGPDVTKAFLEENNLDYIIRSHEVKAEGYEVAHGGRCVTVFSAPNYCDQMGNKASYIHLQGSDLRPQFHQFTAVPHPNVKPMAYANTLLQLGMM
core dimer inh – inhibitors of HCV core protein dimerization, primary screen, biochemical, TR-FRET, high-throughput; TR-FRET GST/Flag-core106 dimerization, 1536-well; inhibition, % at 5 µM; 300,000 compounds, 0.33% hits;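 active = inhibition above the mean of all tested compounds plus 3 SD, set per screening campaign, cut at about 45% in these data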
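assay system = GST-tagged and Flag-tagged HCV core protein residues 1-106 | controls = unlabelled core106 and no-GST-core106 wells | incubation = compound-protein-antibody incubation 4 h at 22.5 °C | probe or stimulus = Eu donor and XL665 acceptor anti-tag antibodies | read-out = % inhibition based on acceptor/donor emission ratio | signal = TR-FRET 671 and 617 nm emission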
GASC-1 inh – inhibitors of GASC-1 histone demethylase, primary screen, biochemical, fluorescence, DELFIA europium. Lysine-specific demethylase 4C (Homo sapiens), Q9H3R0. inhibition, % at 2.35 µM. 330,000 compounds, 0.069% hits. GST-JMJD2C(1-420) H3K9me3 demethylation;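 active = more than half of a compound's replicate wells show inhibition beyond 50%, single wells judged on their own value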;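 note: signal counts dimethyl H3K9 product captured on neutravidin plate; 0% = median of DMSO wells and 100% = 0.3 times that DMSO median; strong numbers were not always called active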
ZTA DNA inh – counter-screen for EBNA-1 inhibitors: inhibitors of Epstein-Barr virus ZTA; P03206; ZTA-DNA binding, fluorescence polarization; inhibition, % at 11 µM; 320,000 compounds, 0.15% hits; AID 2234; in the data active = inhibition above about 33%
Target sequence (P03206 whole entry, looked up): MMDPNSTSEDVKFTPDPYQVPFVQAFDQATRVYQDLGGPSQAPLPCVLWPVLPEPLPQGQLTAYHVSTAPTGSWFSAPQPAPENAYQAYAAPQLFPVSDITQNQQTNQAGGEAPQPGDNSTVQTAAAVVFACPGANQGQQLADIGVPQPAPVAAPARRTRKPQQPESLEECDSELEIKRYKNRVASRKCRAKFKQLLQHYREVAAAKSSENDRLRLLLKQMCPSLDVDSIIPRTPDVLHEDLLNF
Fh CTSL1 inh – Fasciola hepatica cathepsin L1 inhibitors, primary screen, counter-screen for PFM18AAP inhibitor project, biochemical, QFRET, fluorogenic peptide substrate; recombinant F. hepatica cathepsin L1, Z-Leu-Arg-MCA fluorescence; inhibition, % at 5.96 µM; 300,000 compounds, 0.49% hits; AID 1906, 2009;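 active = inhibition above the mean of all tested compounds plus 3 SD, set per screening campaign, cut at about 17% in these data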;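 note: 0% = plate median of test compound wells and 100% = 1 µM Z-Phe-Ala-diazomethylketone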
CR mimetic SO – reduction of superoxide in aged yeast, primary screen, HTS | S. cerevisiae aged cells, superoxide DHE fluorescence; active compounds read low | superoxide response (% of plate mean), % at 10 µM | 330,000 compounds, 0.18% hits;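 active = superoxide response under a set limit, about three screen SD below normal, cut at about 65% in these data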;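 note: yeast aged for seven days with compound at 30 °C before DHE staining; 100% = average MFI of all compound-treated wells on the plate with controls excluded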
TPT1 inhibitor – Candida albicans TPT1 enzyme inhibitors, primary screen, biochemical, fluorescence polarization | inhibition, % at 5 µM | 300,000 compounds, 0.81% hits | recombinant caTPT1, FP RNA substrate dephosphorylation | tRNA 2'-phosphotransferase TPT1 (Candida albicans SC5314);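 active = inhibition above the mean of all tested compounds plus 3 SD, set per screening campaign, cut at about 24% in these data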;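 note: plate controls were DMSO alone for no effect and ferristatin control at 100 nM for full effect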
PP1 inh – PP1-alpha phosphatase inhibitors, primary screen, counter-screen for PP5 inhibitor project, biochemical, fluorescence, OMFP substrate, single point; 320,000 compounds, 0.9% hits; inhibition, % at 6.7 µM; purified PP1alpha;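 active = inhibition above the mean inhibition of all tested compounds plus 3 SD, computed separately for each screening campaign, cut at about 15% in these data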
Target sequence (P62136 whole entry, looked up): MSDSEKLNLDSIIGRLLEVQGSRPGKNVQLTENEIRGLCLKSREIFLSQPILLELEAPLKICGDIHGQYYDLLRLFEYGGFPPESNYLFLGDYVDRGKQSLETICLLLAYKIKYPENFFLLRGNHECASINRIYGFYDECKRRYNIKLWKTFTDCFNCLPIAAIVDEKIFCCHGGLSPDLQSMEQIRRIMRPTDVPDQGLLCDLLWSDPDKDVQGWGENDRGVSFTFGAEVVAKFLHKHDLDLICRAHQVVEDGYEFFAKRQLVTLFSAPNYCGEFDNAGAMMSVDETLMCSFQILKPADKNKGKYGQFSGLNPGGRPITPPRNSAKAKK
The depositor's hits bear a star; · = no result given; & = joins results of further samples. Random draw from the library, and some 3.1% of all compounds hit somewhere here.

SMILES	EBNA-1 inh	PP5 inh	core dimer inh	GASC-1 inh	ZTA DNA inh	Fh CTSL1 inh	CR mimetic SO	TPT1 inhibitor	PP1 inh
O=C(NC1CCCCCC1)C1c2ccccc2C(=O)N1Cc1cccnc1 (configuration not stated)	0	3.3	-2	17	-18	-3	98	-3	1
CSC1=NC(C)(C)C=C(/C=C/c2ccc(Cl)cc2Cl)N1	8	1.0	4	15	4	1	96	-4	2
Cc1ccc(C(C(=O)NCc2ccccc2)N(Cc2cccs2)C(=O)c2ccc3c(c2)OCCO3)cc1 (configuration not stated)	-6	2.5	21	1	-17	14	106	-4	13
O=C(CNC(=O)c1ccco1)NCC(=O)OCc1ccc(F)cc1	-6	2.3	4	-16	10	-1	98	0	-2
NC(=O)C1(N2CCCCC2)CCN(CC(=O)Nc2ccccc2-c2ccccc2)CC1	-21	0.0	-10	7	-1	3	109	5	-1
Cc1cccc(NC(=O)c2c(O)c3ccccc3[nH]c2=O)c1	2	-0.5	10	-5	15	-5	98	-1	-3
Cc1cc(C)c(C(=O)COC(=O)c2cc([N+](=O)[O-])ccc2N2CCOCC2)cc1C	0	-2.0	7	4	7	0	108	0	-5
O=C1CCCC(O)=C1N=Nc1ccc2c(c1)OCO2	-1	1.1	9	-5	-2	5	93	14	-1
Cc1ccccc1NC(=S)N(CCN(C)C)C(C)c1ccco1 (configuration not stated)	-20	-0.8	-1	-7	-8	2	101	-3	-1
CCCC12CN3CC(C)(CN(C1)C31C(=O)Nc3ccc(C)cc31)C2=O (configuration not stated)	4	-0.2	0	-1	-4	-2	107	1	0
CNC(=O)c1c(NC(=O)C(C)C)sc2c1CCC2	0	1.8	2	0	14	-4	102	1	-6
COc1cccc(OC2OC3COC(C)(C)OC3C(O)C2NC(C)=O)c1 (configuration not stated)	-3	0.1	4	-6	7	1	85	0	-3
O=C(NCc1ccco1)c1cc(C(=O)C2CC2)c[nH]1	16	0.7	-7	0	-8	2	98	-2	-2
CSc1ccn(CCC(=O)O)c(=O)n1	0	1.1	6	2	14	-3	107	-7	2
Cc1ccnc(SCCn2c(N3CCN(C)CC3)nc3c2c(=O)n(C)c(=O)n3C)n1	-7	0.9	-2	-8	-13	-2	110	-2	1
CC(C)(CN1CCN(Cc2ccccc2)CC1)NS(=O)(=O)c1ccccc1	8	4.1	-3	-19	-12	3	95	-4	0
O=C(CSc1nnc2ccc(-c3ccncc3)nn12)c1cccs1	-3	1.1	19	35	-2	-2	106	4	-2
CCc1ccccc1NC(=S)NCc1cccn1C	-6	1.3	-1	-7	-2	-4	107	-1	2
COC(=O)C1CN(C(=O)C(C)Oc2ccc(C)c(C)c2)c2ccccc2O1 (configuration not stated)	-8	4.6	2	-7	-6	2	110	1	5
CC(C)Oc1cccc(C(=O)C2CCCN(Cc3ccc4nonc4c3)C2)c1 (configuration not stated)	-4	0.2	-1	5	3	3	97	0	2
CCCCN=C1NC(=O)C(CC(=O)NCCc2ccc(OC)cc2)S1 (configuration not stated)	8	-0.4	16	4	-11	-17	80	4	0
CCOC(=O)C1CCN(C(=O)c2ccc3c(=O)n4nc(Nc5cc(C)ccc5C)sc4nc3c2)CC1	-1	3.8	7	3	9	6	99	-4	5
Cc1cccc(C)c1NC(=O)CN1C(=O)C2CC=CCC2C1=O (configuration not stated)	·	-0.7	·	7	-4	·	84	·	0
CC(C)CNc1nc(S(=O)(=O)c2ccccc2)c(Cl)s1	-1	1.8	2	10	5	7	96	1	-2
C=CCc1cc(Cl)ccc1OCCNCCN1CCOCC1	2	0.2	-2	-25	-2	-6	97	1	11

Entries shown so far that have four or more nitrogen atoms (4):
SMILES	EBNA-1 inh	PP5 inh	core dimer inh	GASC-1 inh	ZTA DNA inh	Fh CTSL1 inh	CR mimetic SO	TPT1 inhibitor	PP1 inh
NC(=O)C1(N2CCCCC2)CCN(CC(=O)Nc2ccccc2-c2ccccc2)CC1	-21	0.0	-10	7	-1	3	109	5	-1
Cc1ccnc(SCCn2c(N3CCN(C)CC3)nc3c2c(=O)n(C)c(=O)n3C)n1	-7	0.9	-2	-8	-13	-2	110	-2	1
O=C(CSc1nnc2ccc(-c3ccncc3)nn12)c1cccs1	-3	1.1	19	35	-2	-2	106	4	-2
CCOC(=O)C1CCN(C(=O)c2ccc3c(=O)n4nc(Nc5cc(C)ccc5C)sc4nc3c2)CC1	-1	3.8	7	3	9	6	99	-4	5

Next section:
SMILES	EBNA-1 inh	PP5 inh	core dimer inh	GASC-1 inh	ZTA DNA inh	Fh CTSL1 inh	CR mimetic SO	TPT1 inhibitor	PP1 inh
Cc1c(Cl)cn2c(=O)cc(CN3CCN(c4ccccc4)CC3)nc2c1Cl	3	-0.5	35	7	-13	3	93	-3	1
c1ccc(-c2noc(-c3ccco3)n2)nc1	-1	1.2	4	-3	-12	-2	120	-3	-4
CCOC(=O)C1=C(C)N=c2s/c(=C/c3cccc([N+](=O)[O-])c3O)c(=O)n2C1c1cc(OC)c(OC)c(OC)c1 (configuration not stated)	-11	1.9	-1	0	-13	-3	98	5	2
CC(=O)c1ccc(NC(=O)N[C@@H](Cc2ccccc2)C(=O)O)cc1	0	2.0	0	-3	-29	-2	95	-3	0
CCOc1ccc(N2C(=O)CSC2=NC#N)cc1	·	2.7	·	-5	-7	·	100	·	0
O=C(CC1SC(=Nc2ccccc2)N(CCCCO)C1=O)NCc1ccccc1 (configuration not stated)	6	-1.0	3	-6	19	9	108	-2	2
Fc1ccc(CNC(=S)Nc2ccc(Cl)cc2Cl)cc1	12	1.3	-8	1	12	-1	104	0	5
CN(C)/C=C/C(=O)/C=C/c1ccc(Cl)cc1	-2	-0.4	1	10	17	4	91	3	2
CCCN(CCC(=O)Nc1cc(OC)cc(OC)c1)CC1CC1	8	2.1	0	-8	8	1	102	-7	0
Cc1ccc(-c2c3c(nc4sc(C(N)=O)c(N)c24)CCCC3)o1	-5	3.7	-7	-1	0	38*	107	-1	-2
COCc1nnc(NC(=O)CS(=O)(=O)c2ccc(C)cc2)s1	-3	0.7	-3	-12	3	5	100	2	-2
COC(=O)CCCCCCCCC(O)C[N+]1(C)CCOCC1 (configuration not stated)	-4	0.4	1	-2	8	-4	102	4	-2
Cc1ccc(C(=O)NCC(C)(C)O)cc1	-4	-0.9	-5	-6	-8	0	93	0	-3
COc1ccc(C)cc1NC(=O)C(Sc1nnc2ccccn12)c1ccccc1 (configuration not stated)	-6	1.7	-7	14	1	3	102	-3	1
CCOc1ccc(C(=O)N2CCN(c3cccc(C)c3C)CC2)cc1	3	3.0	-7	-5	2	4	99	0	1
CCc1ccccc1NC(=O)CNCC(=O)Nc1ccccc1CC	-11	2.1	-1	-19	-4	-2	102	-3	3
COCC(=O)Nc1nc2n(n1)C(c1ccc(Cl)cc1)CC(c1ccc(OC)cc1)N2 (configuration not stated)	-1	2.2	6	0	8	-2	101	-9	-1
Cc1cc(C(=O)c2ccc3ccccc3c2)c(C)o1	9	-0.2	11	17	15	-2	100	1	-2
O=C1c2cccc3cc([N+](=O)[O-])cc(c23)C(=O)N1/N=C/c1ccc(O)cc1O	-10	-0.2	27	3	-11	7	98	-17	-1
C=C(C)C1CC=C(C)/C(=N/NC(=O)COc2cccc3ccccc23)C1 (configuration not stated)	-1	-1.6	0	2	-15	1	104	-1	1
Cc1ccccc1N(CC(=O)Nc1ccc(F)cc1)S(C)(=O)=O	8	-1.7	1	7	14	1	84	0	-3
Clc1ccc(CNCc2cccs2)c(Cl)c1	-6	1.4	-3	-7	-2	3	104	0	-5
CCN(CC)C(=O)c1ccc(-c2cccs2)s1	-7	-0.6	-4	-7	-5	-1	96	4	0
N#Cc1ccc(-c2cccnc2)nc1SCC(N)=O	0	-2.6	4	2	12	0	98	-2	-2
CCOc1ccc2nc(NC(=O)NC3CCCCC3)sc2c1	-7	1.6	1	4	3	-2	99	3	2
Following part.
SMILES	EBNA-1 inh	PP5 inh	core dimer inh	GASC-1 inh	ZTA DNA inh	Fh CTSL1 inh	CR mimetic SO	TPT1 inhibitor	PP1 inh
Cc1ccccc1C(=O)NC(=S)NC1CCS(=O)(=O)C1 (configuration not stated)	5	-0.7	-4	-45	10	-2	83	-6	-5
Cc1ccc(C(c2nnnn2CC2CCCO2)N2CCN(Cc3ccccc3)CC2)cc1 (configuration not stated)	8	-1.0	1	9	2	-2	102	-8	-1
CCNC(=O)C1CC(=O)N(Cc2ccc3c(c2)OCO3)C(=Nc2ccc(F)cc2)S1 (configuration not stated)	-5	3.0	-3	2&0	-8	-2	106	0	0
CCN(CC1CCCN(CCc2cccc(OC)c2)C1)C(=O)c1ccc(COC)o1 (configuration not stated)	-4	-0.7	2	11	-7	11	99	-3	-9
Cc1nc2nc(-c3ccccc3)[nH]n2c(=O)c1C	8	-1.5	1	2	16	1	91	0	-2
COCCn1c(SCc2cc(C(C)=O)ccc2OC)nc2cc(Cl)ccc2c1=O	-4	0.8	12	-2	5	4	106	-5	-3
O=C(Nc1c2c(nn1-c1ccc(F)cc1)CS(=O)(=O)C2)C12CC3CC(CC(C3)C1)C2	-1	-0.4	0	-12	-2	1	78	2	0
Cn1c(=O)[nH]c(=O)c2c1nc(N1CCNCC1)n2Cc1ccccc1	-2	-1.7	2	0	3	2	102	-1	1
COc1ccc(CC(=O)OCC(=O)NCC2CCCO2)cc1OC (configuration not stated)	·	4.0	·	-12	3	·	151	·	-4
Cc1cccc(OCC(=O)Nc2ccc3c(c2)OCCO3)c1	-1	-0.9	0	-7	5	-3	105	4	-1
O=S(=O)(NC1CC1)c1ccc(S(=O)(=O)N2CCC3(CC2)OCCO3)cc1	-3	-0.3	-1	-1	-25	0	109	-3	0
COc1ccc(OC)c(NC(=O)C2CCCN(S(=O)(=O)c3cccc4cccnc34)C2)c1 (configuration not stated)	5	0.7	2	8	19	0	97	2	-1
CC(C)(C)OC(=O)N1Cc2ccccc2C[C@H]1C(=O)N1CCC[C@H]1C(=O)O	-2	1.5	6	14	-18	-2	78	-4	1
O=C(C1CCN(c2nc(-c3ccccc3)nc3c2CCC3)CC1)N1CCC(O)CC1	-12	3.5	-1	-22	-5	-3	118	2	-3
O=C(N/N=C1\CCc2ccccc21)c1ccccc1O	3	-0.7	0	5	12	7	102	0	-3
CC1CCN(S(=O)(=O)c2cccc(C(=O)NCc3cccs3)c2)CC1	2	2.3	-19	-1	2	6	104	1	-6
Cc1ccc(C)c(N2CCN(c3ccc([N+](=O)[O-])cn3)CC2)c1	1	-0.1	5	1	3	0	97	-1	-2
S=c1[nH]nc(-c2ccc(Cl)cc2)n1/N=C/c1ccco1	4	0.6	1	-6	3	0	82	0	-3
O=C1C=CCC(/C=C/c2ccccc2)O1 (configuration not stated)	-2	2.3	-3	8	-13	-1	100	0	-4
Cc1csc(NC(=O)CSc2nnc(-c3ccoc3C)n2Cc2ccco2)n1	2	0.1	-6	3	-14	2	106	1	0
CC(C)(C)S(=O)(=O)c1cnc2c(-c3ccsc3)cnn2c1N	7	2.9	2	0	-7	3	88	-2	-2
O=[N+]([O-])c1ccc(/C=C/C2=NN(c3ccccc3)C(c3ccco3)C2)cc1 (configuration not stated)	8	-4.3	5	0	-5	4	128	70*	-3
